HttQ103 aggreg: qHTS Multiplex Assay to Identify Dual Action Probes in a Cell Model of Huntington: Aggregate Formation (GFP). Potency, µM (highest dose often 46.1 µM), inactives show top-dose activity change, negative = inhibition, actives largely listed as inhibitors. PC12 HttQ103-GFP aggregates, Acumen cytometry, 40 h. 220,000 compounds, 1.1% hits; note: potency is the fitted concentration of half-maximal effect; % is set by controls: 0 for no effect and ±100 for the full control effect; nearly all actives have a fitted effect of over 60% in size
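PC12 cells stably carrying ecdysone-inducible HTT exon 1 Q103–GFP were induced with tebufenozide (100 nM final) and treated with library compounds in titration. GFP aggregates in lysates were counted by laser scanning cytometry.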
SMN2 splice up: qHTS Assay for Enhancers of SMN2 Splice Variant Expression. HEK293 SMN2-luciferase splicing reporter, luminescence, 30-36 h. Potency, µM (series often up to 46.1 µM), inactives show top-dose activity change, positive = activation, most hits filed as activators. 210,000 compounds, 2.8% hits. AID 1458, 2008; note: potency is the fitted concentration of half-maximal effect; % of control where 0% means no effect; nearly all actives have a fitted effect of over 55% in size
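HEK293 cells carry an SMN2 minigene-luciferase reporter in which exon 7 inclusion puts luciferase in frame. Cells were seeded at 2000 cells/well, attached for 10-12 hours, then exposed to compounds for 30-36 hours at 37C before ONE-Glo luminescence.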
LMNA splice mod: qHTS Assay for Modulators of Lamin A Splicing | Potency, µM (highest dose often 46.1 µM), inactives show top-dose ratio change, negative = inhibition, most hits filed as inhibitors | HeLa LMNA splicing GFP/RFP minigene ratio, 48 h | 200,000 compounds, 0.01% hits; active = well fitted inhibition curve with a large enough effect in the signal ratio, with a control signal flat, not every such curve was filed as active; inconclusive = small, poorly fitted or top-dose-only effect, or effect the other way, or a change in a side signal; the % refers to the signal ratio; note: potency is the fitted concentration of half-maximal effect; % is set by controls: 0 for no effect and ±100 for the full control effect
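Read-out is the ratio of GFP to DsRed2 object intensity, acquired by 488 nm laser-scanning cytometry on HeLa lamin A-EGFP minigene reporter cells. Compound incubation 48 hrs at 37 °C in Opti-MEM with 2% FBS; DMSO 0.5% final.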
CBFb RUNX1 block: qHTS Assay for Compounds Blocking the Interaction Between CBF-beta and RUNX1 for the Treatment of Acute Myeloid Leukemia. AlphaScreen CBFb-His/RUNX1-biotin binding, biochemical. Runt-related transcription factor 1 (Homo sapiens) + Core-binding factor subunit beta …. 230,000 tested, under 10 active. AID 1477, 2009. Potency, µM (titrated, usually from 59.8 µM), inactives show at the highest dose activity, negative = inhibition, usual class: inhibitors; note: % of control where 0% means no effect
Target sequence (Q01196 whole entry, looked up): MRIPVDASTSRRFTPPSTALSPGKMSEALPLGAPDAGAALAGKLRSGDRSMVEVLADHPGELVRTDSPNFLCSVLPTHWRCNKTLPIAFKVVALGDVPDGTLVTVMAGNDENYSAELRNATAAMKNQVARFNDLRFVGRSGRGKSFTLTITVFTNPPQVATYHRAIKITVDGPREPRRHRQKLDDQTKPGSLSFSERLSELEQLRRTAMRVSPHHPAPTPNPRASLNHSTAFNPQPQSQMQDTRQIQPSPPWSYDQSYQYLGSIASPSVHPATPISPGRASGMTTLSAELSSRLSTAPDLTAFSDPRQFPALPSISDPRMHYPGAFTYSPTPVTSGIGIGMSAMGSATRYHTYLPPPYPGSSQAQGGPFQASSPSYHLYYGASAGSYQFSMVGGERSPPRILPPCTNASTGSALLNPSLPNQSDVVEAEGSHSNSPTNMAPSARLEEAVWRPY
Target sequence (Q13951 whole entry, looked up): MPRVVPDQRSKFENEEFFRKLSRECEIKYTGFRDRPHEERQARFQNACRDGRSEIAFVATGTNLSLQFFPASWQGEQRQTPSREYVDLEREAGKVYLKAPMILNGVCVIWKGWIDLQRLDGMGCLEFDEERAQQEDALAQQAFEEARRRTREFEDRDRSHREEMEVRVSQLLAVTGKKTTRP
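Compounds were screened at multiple concentrations against a preformed CBF-beta(His)/RUNX1(biotin) complex (30 nM of each) for 15 min at room temperature, followed by 90 min with nickel and streptavidin beads and AlphaScreen reading.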
HTT cytoprotect: qHTS Multiplex Assay to Identify Dual Action Probes in a Cell Model of Huntington: Cytoprotection (ATP); AID 1471, 2008; 230,000 compounds, 0.14% hits; Potency, µM (top dose mostly 56.4 µM), for the others: cytoprotection (ATP increase), most hits filed as activators; PC12 HTT-Q103 induced, cytoprotection, ATP luminescence, 40 h;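 note: potency is the fitted concentration of half-maximal effect; % of control where 0% means no effect; nearly all actives have a fitted effect of over 45% in size; toxic huntingtin expression switched on by the ecdysone agonist tebufenozide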
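Quantitative HTS on tebufenozide-induced (100 nM) PC12 cells expressing HTTQ103 exon 1–GFP; compounds tested as a concentration series; survival measured via cellular ATP.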
KinaseGlo FLuc: Counterscreen for Luciferase (Kinase-Glo TM) Inhibition; Luciferin 4-monooxygenase (Photuris pensylvanica), Q27757; Kinase-Glo luciferase, ATP luminescence, 8 min; Potency, µM (doses to about 38.3 µM), for the others: at the top dose activity change, negative = inhibition, hits mostly inhibitors; 200,000 compounds, 0.28% hits; AID 1379, 2008; note: potency is the fitted concentration of half-maximal effect; % is set by controls: 0 for no effect and ±100 for the full control effect; nearly all actives have a fitted effect of over 60% in size
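Luminescence was the read-out, taken after 8-minute incubation at ambient temperature. Luciferase turned over luciferin with 10 uM ATP in imidazole pH 7.2 buffer containing KCl, MgCl2, Tween 20 and BSA.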
IMPase Li cell: qHTS Assay for Identifying the Cell-Membrane Permeable IMPase Inhibitors: Potentiation with Lithium; AID 1457, 2008; Potency, µM (top dose mostly 59.4 µM), inactives show top-dose activity, negative = IMPase inhibition, hits mostly inhibitors; 210,000 compounds, 0.35% hits; CHO-M1 cells, IP1 TR-FRET (IP-One), carbachol + lithium;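 note: IP1 builds up when IMPase is blocked and the TR-FRET signal falls; potency is the fitted concentration of half-maximal effect; plate controls were basal vehicle for no effect and high inhibitor control for full effect; nearly all actives have a fitted effect of over 50% in size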
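CHO cells stably expressing M1 receptor (2000/well) were cultured 16–30 h, then exposed to compounds with a small lithium addition for 30 min at 37C. IP1 was measured by TR-FRET competition; AC50 from Hill fits.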
Active calls of the source: *; ? = inconclusive; · = no result given; & = joins results of further samples; [ ] = another dose, or the depositor's remark. Unless noted, calls come from the whole dose curve; as a rule, active = well fitted curve in the direction sought with a large enough effect; inconclusive = small, poorly fitted or top-dose-only effect, or another doubt; inactive = no such curve, though single readings can be large; an effect the other way counts as inactive or inconclusive.

SMILES	HttQ103 aggreg	SMN2 splice up	LMNA splice mod	CBFb RUNX1 block	HTT cytoprotect	KinaseGlo FLuc	IMPase Li cell
Cc1ccc(SC(C)C(=O)Nc2cccc(N(C)S(C)(=O)=O)c2)cc1 (stereo not given)	-23%	-20%	?	2%	-7%	17%	16%[38.3 µM]
Cc1cc(C)c(NC(=O)CCCOC(=O)C2=COCCO2)c(C)c1	-1%	13%	6%	0%	-2%	-3%	-4%[38.3 µM]
CCCCNC(=O)CCC(=O)Nc1ccc2nc(N3CCCCC3)cc(C)c2c1	6%	7.1µM*	?	4%	-49%[inhibitor]	5%	9%
O=C(CCCCn1c(=O)[nH]c2ccsc2c1=O)NCc1ccc2c(c1)OCO2	-11%	4%	0%	-4%	-20%	15%	-2%[38.3 µM]
CCCCCn1c(=O)c(F)cn(Cc2ccc(OC)c([N+](=O)[O-])c2)c1=O	11%	-2%	10%	6%	-12%	-3%	-2%[38.3 µM]
NS(=O)(=O)c1ccc(CNC(=O)c2ccc(Cl)cc2[N+](=O)[O-])cc1	0%	6%	1%	3%	14%[10 µM]	-1%	1%
C=CCNc1nnc(SC2CC(=O)N(c3ccc(OC)cc3)C2=O)s1 (stereo not given)	?	-1%	-3%	-2%	-171%[inhibitor]	-1%	2%[38.3 µM]
O=C(N/N=C/c1cccc(F)c1)NC1CCCCC1	-1%	30%	-5%	0%	-6%[10 µM]	1%	9%
CCOC(=O)c1cc(-c2ccccc2)sc1N	-19%	?	-5%	-8%	-26%[10 µM]	0%	-1%
O=C(Nc1cnc2ccccc2c1)N1CCCCC1	16%[9.22 µM]	14µM*	0%	3%	-37%	-6%	-21%[38.3 µM]
Cc1sc(NC(=O)c2ccco2)c(C(c2cccnc2)N2CCN(c3ccc(F)cc3)CC2)c1C (stereo not given)	-31%	-68%[inhibitor]	?	-27%	10%	1%	36%[activator][38.3 µM]
O=c1c2[nH]c3ccc(F)cc3c2ncn1CCN1CCOCC1	9%	4%	4%	-6%	-5%	2%	9%[38.3 µM]
CCOc1ccccc1NC(=O)C1CCN(c2ccc(S(=O)(=O)N3CCCC3)cc2)CC1	6%	-33%[inhibitor]	-5%	7%	-4%	-5%	9%[38.3 µM]
c1ccc(-c2nc(-c3ccc(-c4ccon4)s3)no2)cc1	4%[9.22 µM]	·	·	13%	-2%[10 µM]	·	·
CCCCC1=CC2=CC(=O)C(C)(OC(=O)CC)C(=O)C2=CN1c1ccccc1 (stereo not given)	-10%[9.22 µM]	6%[9.22 µM]	11%[9.22 µM]	?	-13%&2%[10 µM]	2%[7.66 µM]	11%
CCOc1ccc(-c2cn(CCC#N)cn2)cc1	-4%	-3%	2%	10%	-27%	-3%	-5%[38.3 µM]
CCn1c(NCCO)nc2c(c1=O)C(C)(CC)Cc1ccccc1-2 (stereo not given)	4%[9.22 µM]	·	29%[46 µM]	14%	-7%[10 µM]	·	·
CCCCCC(=O)OC(CN1CCCCCC1)CN1CCCC1=O (stereo not given)	18%[9.22 µM]	·	·	11%	-1%[10 µM]	·	·
C=CCN(CC=C)C(=O)Cc1ccc(F)cc1	-2%	?	-1%	15%	-14%	1%	15%[38.3 µM]
C[C@H](C(=O)c1ccccc1)C(c1ccccc1)N1CCOCC1 (stereo not given in full)	·	-8%[9.22 µM]	·	·	·	1%[7.66 µM]	5%
COc1ccc(CC(=O)NNC2=Nc3cccc4cccc2c34)cc1	13%[9.22 µM]	·	·	2%	-7%[10 µM]	·	·
CC(Cc1ccccc1)C(=O)NCC1CC1 (stereo not given)	·	-3%	·	12%	13%	-1%	-6%
COc1ccc(-c2nc3c(c4c2C[C@H](c2ccccc2)OC4)CN(C(=O)c2ccco2)CC3)c(C)c1	·	5%[9.22 µM]	?	6%[13.1 µM]	-10%[10 µM]	-7%[7.66 µM]	5%
Cc1ccccc1-c1noc(C2CCCCC2)n1	-16%	-6%	2%	-1%	0%[10 µM]	-8%	-3%[38.3 µM]
COC(=O)CSc1nnc(CNC(=O)c2ccccc2F)n1-c1ccccc1	-3%	2%	4%[46 µM]	-2%	-21%	2%	17%
CCOC(=O)Nc1c(C(=O)OC)[nH]c2cc(OC)ccc12	-2%	4%	-12%	-6%	-30%	4%	-5%[38.3 µM]
C=CCn1c(Cc2nc3ccccc3[nH]2)n[nH]c1=S	16%	-3%	15%	-9%	0%[1.9 µM]	-4%	17%[38.3 µM]
C/C(=N\NC(=O)C1CC1)c1ccccc1O	3%	18%	11%[46 µM]	9%	-29%	-3%	0%
COc1ccccc1N1N=C(C(=O)c2ccccc2)C2C(=O)N(c3ccc(Br)cc3)C(=O)C21 (stereo not given)	-6%[9.22 µM]	·	·	2%	-12%[10 µM]	·	·
O=C(c1ccc2c(c1)N(Cc1ccccc1)CCS2)N1CCCCC1	-3%	-25%	-10%	-3%	-5%[10 µM]	0%	7%[38.3 µM]

A different layout for some results above.
Every second line gives: HttQ103 aggreg	SMN2 splice up	LMNA splice mod	CBFb RUNX1 block	HTT cytoprotect	KinaseGlo FLuc	IMPase Li cell
C=CCn1c(Cc2nc3ccccc3[nH]2)n[nH]c1=S
 : 16%	-3%	15%	-9%	0%[1.9 µM]	-4%	17%[38.3 µM]
C/C(=N\NC(=O)C1CC1)c1ccccc1O
 : 3%	18%	11%[46 µM]	9%	-29%	-3%	0%

More records follow:
SMILES	HttQ103 aggreg	SMN2 splice up	LMNA splice mod	CBFb RUNX1 block	HTT cytoprotect	KinaseGlo FLuc	IMPase Li cell
CC1=C(C(=O)OC(C)C)C(c2c[nH]c3ccccc23)n2ncnc2N1 (stereo not given)	11%	-36%[inhibitor]	9%	0%	24%	1%	-2%[38.3 µM]
COc1ccc(C)cc1S(=O)(=O)NC1CCCCC1	13%	-10%	14%	6%	-25%	0%	-3%[38.3 µM]
COC(=O)c1cc(OC)c(OC)cc1NC(=S)Nc1cccc(Cl)c1	13%	-14%	2%	8%	5%	0%	?
COc1ccc(CCNC(=O)CCN2C(=O)c3ccccc3C2=O)cc1OC	0%	3%	?	4%	-2%	1%	1%
C/C(=N\Nc1nc2ccc(Cl)cc2o1)c1ccccc1	4%[9.22 µM]	·	·	-3%	7%[10 µM]	·	·
COc1ccc(-c2ocnc2C(=O)Nc2ccccc2N2CCCCC2)cc1	-21%	-13%	?	7%	16%[10 µM]	0%	-1%[38.3 µM]
COC(C(=O)Nc1ccc(S(=O)(=O)Nc2c(C)cccc2C)cc1)c1ccccc1 (stereo not given)	11%	6%	-19%	-4%	2%[10 µM]	0%	13%
Cc1ccccc1Nc1c(-c2cccnc2)nc2ccc(Br)cn12	3%	-29%	·	-10%	-66%[inhibitor]	-1%	1%
Cc1cccc(-c2noc(CN(C(C)C)S(=O)(=O)c3ccc(F)cc3)n2)c1	-18%	-50%[inhibitor]	?	28%	-2%	6%	37%[activator][38.3 µM]
COc1cc(C(=O)N2CCC(O)(c3ccccc3)CC2)cc(OC)c1OC	-6%	-10%	-1%	-2%	-6%	0%	16%[38.3 µM]
COCc1ccc(CN2CCc3c([nH]c4ccccc34)C2CC(C)C)o1 (stereo not given)	17%[9.22 µM]	·	·	1%	12%[10 µM]	·	12%
O=C1/C(=C/c2cccnc2)N=C2CCCCCN12	5%	4%	-13%[46 µM]	8%	-10%	-3%	3%
COc1ccc(CNC(=O)C(c2ccco2)N(Cc2ccccc2)C(=O)Cc2cccs2)cc1 (stereo not given)	?	12%	?	5%	6%[1.9 µM]	1%	18%
CCCn1c(SCc2cc(=O)oc3ccc4ccccc4c23)n[nH]c1=O	-13%	2%	-2%	2%	-10%	1%	-1%[38.3 µM]
O=C(CSc1ccc(-c2ccncc2)nn1)N1CCCCC1	2%	-40%[inhibitor]	·	-1%	-1%	-3%	10%
S=C(Nc1ccccc1Cl)N1CCCC1	4%	1%	16%[46 µM]	0%	-109%[inhibitor]	-1%	2%
CCOC(=O)c1cnn(-c2nc3c(C)cccc3s2)c1C(F)(F)F	-11%	20%	0%	15%	13%	-6%	48%[activator][38.3 µM]
COc1ccc(N2C(=O)CN=C2Nc2cccc(C)c2C)cc1OC	5%	0%	3%	3%	6%	-2%	9%[38.3 µM]
COC(=O)C1CCN(C(=O)C(C)Oc2ccc(Cl)cc2Cl)CC1 (stereo not given)	-13%	-39%[inhibitor]	-1%	3%	-21%[0.074 µM]	3%	48%[activator][38.3 µM]
CC(OC(=O)c1cc2sccc2n1C)C(=O)NCc1cccs1 (stereo not given)	-23%	-17%	?	3%	-25%[10 µM]	-2%	-1%[38.3 µM]
COc1cc2cc(CN(CCCO)S(=O)(=O)c3ccccc3Cl)c(=O)[nH]c2cc1OC	9%	26%	10%	0%	-20%	0%	-9%[38.3 µM]
COc1ccccc1N1CCN(C(=O)CSc2ncnc3scc(-c4ccccc4)c23)CC1	-25%	-29%	?	-15%	9%[10 µM]	2%	14%
O=C(Nc1ccccc1-c1nnn(CC(=O)N2CCOCC2)n1)c1ccccc1F	9%[9.22 µM]	-9%	·	1%	1%[10 µM]	2%	10%
COCCCNC(=O)CCSc1ccc(Cl)cc1	-2%	-16%	0%	1%	-3%	-3%	-4%[38.3 µM]
CC(CN1CCCCC1)OC(=O)c1ccc(Cl)cc1 (stereo not given)	5%	-12%	0%	13%	-15%[10 µM]	-9%	14%[38.3 µM]
C=C(C)OC(C)=O	·	-2%	·	2%[21.7 µM]	0%	·	7%
CN(C)CCNC(=O)COc1ccc(C23CC4CC(CC(C4)C2)C3)cc1	12%	-6%	?	3%	·	-1%	10%
O=C(NCc1ccncc1)c1cccc(F)c1	-8%[9.22 µM]	5%	12%	7%	-7%	-2%	0%[38.3 µM]
COC(=O)CCSCC(=O)N1N=C(c2ccc(Br)cc2)CC1c1cccc(OC)c1OC (stereo not given)	-1%	-17%	0%[9.22 µM]	-1%	-29%	-1%	5%
COc1ccc2oc(C(=O)Nc3nc4ccccc4[nH]3)c(C)c2c1	-18%[9.22 µM]	·	·	-9%	-58%[inhibitor][10 µM]	·	·

Bioassay records: PubChem, National Center for Advancing Translational Sciences (NCATS)
